RGS4 inhibitor: blocks human RGS4-accelerated GTP hydrolysis; Transcreener GDP fluorescence polarization, RGS4-accelerated GTP hydrolysis; P49798; 390,000 compounds, 0.039% hits; AID 504845; Potency, µM (top dose mostly 114 µM), for inactives: at the top dose activity change, negative = inhibition, most hits filed as inhibitors; also: potency is read from the fitted curve at half-maximal effect; % is scaled to controls: 0 for no effect and ±100 for the full control effect; nearly all actives have a fitted effect of over 75% in size; some results filed as inactive show a strong effect at the top dose
Target sequence (P49798 whole entry, looked up): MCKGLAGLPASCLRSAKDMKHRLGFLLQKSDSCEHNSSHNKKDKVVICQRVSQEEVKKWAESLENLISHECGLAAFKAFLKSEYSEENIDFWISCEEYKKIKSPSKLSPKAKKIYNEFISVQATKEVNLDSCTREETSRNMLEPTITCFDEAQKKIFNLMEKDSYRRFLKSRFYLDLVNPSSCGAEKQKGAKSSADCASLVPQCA
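MLSMR compounds (23 nl, pin-transferred) preincubated 10 min at room temperature with a 500nM (2x) first reagent, then RGS4 at 900nM (2x) plus Transcreener GDP mix added; fluorescence polarization (620/688 nm) read before and after 90 min at 30 °C.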
TrxR1 inh: inhibitors of rat thioredoxin reductase 1. O89049. recombinant rTrxR1, NADPH fluorescence consumption, selenite substrate. Potency, µM (doses to about 114 µM), inactives show top-dose activity change, negative = inhibition, actives largely listed as inhibitors. 390,000 compounds, 1% hits. AID 588453; also: potency is read from the fitted curve at half-maximal effect; % is scaled to controls: 0 for no effect and ±100 for the full control effect; nearly all actives have a fitted effect of over 65% in size
Target sequence (O89049 whole entry, looked up): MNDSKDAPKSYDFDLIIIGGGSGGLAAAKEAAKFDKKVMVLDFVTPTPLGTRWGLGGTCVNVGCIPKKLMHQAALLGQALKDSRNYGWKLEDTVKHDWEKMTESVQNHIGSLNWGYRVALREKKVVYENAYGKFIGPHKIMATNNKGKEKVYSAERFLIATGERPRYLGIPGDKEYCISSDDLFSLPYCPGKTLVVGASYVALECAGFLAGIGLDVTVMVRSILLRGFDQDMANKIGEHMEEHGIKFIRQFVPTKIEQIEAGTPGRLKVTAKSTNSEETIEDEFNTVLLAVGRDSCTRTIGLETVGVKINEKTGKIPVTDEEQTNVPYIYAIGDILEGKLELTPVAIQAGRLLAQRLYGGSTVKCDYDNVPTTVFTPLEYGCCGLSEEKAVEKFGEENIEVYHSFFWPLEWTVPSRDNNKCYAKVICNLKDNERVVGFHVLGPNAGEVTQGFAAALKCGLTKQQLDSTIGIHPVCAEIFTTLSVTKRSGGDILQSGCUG
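Rat TrxR1 (90 nM in the dispensed reagent) was pre-reduced with 400 uM NADPH for 5 min at room temperature, then incubated with compound for 15 min. After 400 uM selenite was added, NADPH fluorescence (Ex 340/Em 450 nm) was followed for 8 min.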
TrxR1 substrate: rat thioredoxin reductase 1 substrate activity | purified TrxR1 substrate turnover, NADPH consumption readout | AID 588456 | 390,000 compounds, 0.01% hits | Potency, µM (doses to about 114 µM), for inactives: top-dose activity change, negative = substrate turnover | O89049; also: potency is read from the fitted curve at half-maximal effect; % is scaled to controls: 0 for no effect and ±100 for the full control effect; nearly all actives have a fitted effect of over 50% in size
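Rat TrxR1, dispensed at 90 nM, was prereduced with 400 uM NADPH (final) for 5 min at ~22 deg C, then incubated with compound 15 min before 400 uM selenite. A first-read NADPH fluorescence drop versus no-compound background flagged substrates.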
Glioma ERSR ind: inducers of ER stress response in human glioma cells. 420,000 compounds, 0.02% hits. Potency, µM, for the others: top-dose activation, actives largely listed as activators. U87-MG GRP78 promoter luciferase reporter, 16 h. AID 602332; also: potency is read from the fitted curve at half-maximal effect; series mostly up to about 76 µM; % of control where 0% means no effect; nearly all actives have a fitted effect of over 35% in size
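Stably transfected U87-MG human glioma cells carrying a GRP78-based luminescent sensor were seeded at 1000 cells/well, pin-dosed with compounds and incubated 16 h. Luciferase reagent was then added, and end-point luminescence was read after 10 min at room temperature.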
LDHA inh: blocks human lactate dehydrogenase A; P00338; activity change, % (values are at about 110 or 230 µM); purified LDHA, NADH/diaphorase-resazurin fluorescence; hits give low values; AID 1347041; 480,000 compounds, 0.15% hits; in the data active = activity change below about -30%; inconclusive = mostly about -25% to -30%;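 also: plate controls were DMSO wells for no effect and wells without enzyme for full effect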
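LDH5 2 nM; NADH 0.06 mM, pyruvate 0.2 mM; 200 mM Tris pH 7.4, EDTA, Tween-20; 5 min RT. Detection: diaphorase 0.133 mg/mL + resazurin 37 µM, fluorescence ex540/em590 at 0 and 20 min; normalized to enzyme-free and DMSO wells.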
USP1 inh: USP1/UAF1 (human) deubiquitinase inhibition. O94782. recombinant USP1/UAF1, Ub-Rhodamine cleavage fluorescence. Potency, µM (top dose mostly 57.1 µM), for inactives: top-dose activity change, negative = inhibition, hits mostly inhibitors. 390,000 compounds, 0.23% hits. AID 743255; also: potency is read from the fitted curve at half-maximal effect; % is scaled to controls: 0 for no effect and ±100 for the full control effect; nearly all actives have a fitted effect of over 60% in size; inactives centre near -12
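Step one: compound is pinned into 1nM USP1/UAF1 in HEPES pH 7.8 buffer with TCEP. Step two: 15 min room-temperature incubation. Step three: Ub-Rho (150nM final) starts cleavage, tracked by fluorescence over six one-minute reads.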
Vif-A3F inh: Vif-A3F binding inhibition. HeLa A3F-eYFP + Vif (tagged APOBEC3F with the HIV-1 protein that degrades it), YFP fluorescence increase. Potency, µM (highest dose often 46.1 µM), inactives show at the highest dose activity, negative = active. 390,000 compounds, 0.2% hits; also: potency is read from the fitted curve at half-maximal effect; % of control where 0% means no effect; nearly all actives have a fitted effect of over 65% in size
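Fluorescence increase (Ex 488/Em 500-530) after overnight compound treatment at 37 deg C flags inhibition of Vif-driven A3F-eYFP loss in stable HeLa A3F-eYFP/Vif cells seeded overnight beforehand.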
mIDH1 inhibitor: blocks human mutant IDH1 R132H enzyme; O75874; IDH1-R132H enzyme, NADPH consumption, diaphorase/resazurin fluorescence; Potency, µM (doses to about 76.6 µM), without a hit: top-dose activity change, negative = inhibition, usual class: inhibitors; 390,000 compounds, 0.093% hits; AID 602179; also: potency is read from the fitted curve at half-maximal effect; % is scaled to controls: 0 for no effect and ±100 for the full control effect; nearly all actives have a fitted effect of over 65% in size
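IDH1-R132H (0.5 ug/mL) preincubated 30 min with compound, then NADPH (0.016 mM) and alpha-KG (2 mM) added; 80 min at RT, pH 7.5. Remaining NADPH coupled via diaphorase/resazurin to fluorescence (540/590 nm); concentration-response curves normalized to no-enzyme control.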
Vif-A3G inh: Vif-A3G binding inhibition; Q9HC16; HeLa A3G-eYFP + Vif (tagged APOBEC3G with the HIV-1 protein that degrades it), YFP fluorescence, overnight; Potency, µM (titrated, usually from 46.1 µM), for inactives: top-dose activity, negative = active, most hits filed as inhibitors; 410,000 compounds, 0.076% hits;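 also: potency is read from the fitted curve at half-maximal effect; % is scaled to controls: 0 for no effect and ±100 for the full control effect; nearly all actives have a fitted effect of over 60% in size; hits raise eYFP signal because A3G escapes Vif-driven loss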
Target sequence (Q9HC16 whole entry, looked up): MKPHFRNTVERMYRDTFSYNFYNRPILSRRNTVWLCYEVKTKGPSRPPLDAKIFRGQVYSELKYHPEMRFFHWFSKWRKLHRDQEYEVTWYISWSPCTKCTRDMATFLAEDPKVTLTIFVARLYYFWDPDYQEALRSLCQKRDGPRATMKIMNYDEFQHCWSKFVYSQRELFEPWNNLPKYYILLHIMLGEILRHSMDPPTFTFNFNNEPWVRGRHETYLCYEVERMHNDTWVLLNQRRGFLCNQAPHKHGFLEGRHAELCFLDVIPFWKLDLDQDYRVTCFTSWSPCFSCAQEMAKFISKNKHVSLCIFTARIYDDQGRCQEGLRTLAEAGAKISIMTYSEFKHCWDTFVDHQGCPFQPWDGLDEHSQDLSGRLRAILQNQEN
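Read-out is eYFP fluorescence (Ex 488/Em 500-530) from Vif-expressing HeLa A3G-eYFP cells; more signal means A3G escaped Vif-mediated degradation. Cells plated overnight, compound pinned in, incubated overnight at 37 deg C.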
An asterisk follows results filed as active; ? = inconclusive; . = no result given; & = joins results of further samples; [ ] = remark or other dose. Unless noted, calls follow the shape of the dose curve; as a rule, active = well fitted curve in the direction sought with a large enough effect; inconclusive = small, poorly fitted or top-dose-only effect, or another doubt; inactive = no such curve, though single readings can be large; an effect the other way counts as inactive or inconclusive. Not all compounds are listed, so the mix of outcomes need not match the whole.

SMILES	RGS4 inhibitor	TrxR1 inh	TrxR1 substrate	Glioma ERSR ind	LDHA inh	USP1 inh	Vif-A3F inh	mIDH1 inhibitor	Vif-A3G inh
Cc1cc(NS(=O)(=O)c2ccc(NS(=O)(=O)c3ccc(Br)cc3)cc2)no1	9%	-9%	-14%	-2%	-12	-7%	-4%	-7%	2%
COc1ccc2c(c1)c(=O)c(S(=O)(=O)c1ccc(Cl)cc1)cn2Cc1cc(C)ccc1C	17%	6%	4%	-2%	0	12%	-2%	-12%	-9%
CCCCc1ccc(NC(=O)CC(C)(C)C)cc1	-3%	4%[57.1 µM]	5%[57.1 µM]	5%	-3	-20%	-1%	12%	0%
COc1ccc(/C=C2\SC(=S)N(CCC(=O)N(CCO)c3ccccc3)C2=O)cc1OC	-7%	14%	-2%	-8%	-3	-16%	-7%	11%	-8%
O=C(CO/N=C/c1cccc([N+](=O)[O-])c1)NC1CCCCC1	?	16%[57.1 µM]	-9%[57.1 µM]	-1%	1	-14%	2%	3%	4%
CC(=O)Nc1ccc2[nH]c3ccccc3c2c1	10%	19%	8%	1%	-14	2%	-5%	1%	-1%
COc1ccc(C)cc1NC(=O)CSc1nc(=O)n(CCCN2CCOCC2)c2c1CCCC2	-16%	0%	-5%	-4%	-3	-17%	-9%	6%	0%
CC(C)(C)C(=O)N1CCC(O)(CS(=O)(=O)Cc2ccccc2Cl)CC1	33%	-6%	-6%	-3%	-4	1%	0%	-1%	1%
COc1ccc(C(=O)Nc2ccc3nc4c(c(Nc5ccccc5OC)c3c2)CCCC4)c(OC)c1	-6%	15%	2%	-3%	3	-13%	-10%	-5%	-2%
COc1ccc(CCC(=O)Nc2nc3ccccc3[nH]2)cc1	-13%	-1%	-1%	1%	-6	-15%	-15%	6%	-3%
Cc1cc(C)[n+](C)c2ccccc12	.	-14%	9%	-3%	-14	.	.	.	0%
Cc1ccc(NC(=S)NCCc2c[nH]c3ccccc23)cc1	29%	6%	1%	3%	-5	-30%	-4%	10%	8%
CS(=O)(=O)Nc1ccc(-c2ccc(/C=C3\SC(N)=NC3=O)o2)cc1	-4%	2%	-3%	-4%	-10	5%	-10%	-3%	-6%
CC(C)C(NC(=O)c1ccccc1Cl)C(=O)OCc1nc2scc(-c3ccccc3Cl)c2c(=O)[nH]1 (stereo not given)	13%	13%	1%	-4%	-9	-12%	-7%	-7%	-5%
Cc1nnc(SCC(=O)NCc2ccco2)[nH]c1=O	10%	10%	1%	-1%	3	-17%	-8%	-1%	-2%
CC(C)c1nc2sc3c(c2c(=O)[nH]1)CC(C)(C)OC3	-15%	19%	2%	-4%	-3	-14%	-4%	0%	4%
CC(=O)Nc1ccc(NC(=O)C(C)Sc2nnc(-c3cccs3)o2)cc1 (stereo not given)	14%	24%	1%	0%	-11	-17%	2%	0%	-10%
O=S(=O)(Nc1ccccc1Cl)c1ccc(-c2ccccn2)s1	4%	11%	-2%	-1%	-3	-19%	-3%	0%	-2%
Cc1noc(C)c1/C=N/Nc1ccc2ccccc2n1	18%	4%[57.1 µM]	4%[57.1 µM]	1%	-13	-13%	-15%	-4%	-2%
CSc1ccccc1C(=O)N1CCN(c2ncccn2)CC1	-4%	50%[activator]	16%	-4%	-1	-19%	-3%	7%	0%

Entries shown so far that have a tert-butyl group:
SMILES	RGS4 inhibitor	TrxR1 inh	TrxR1 substrate	Glioma ERSR ind	LDHA inh	USP1 inh	Vif-A3F inh	mIDH1 inhibitor	Vif-A3G inh
CCCCc1ccc(NC(=O)CC(C)(C)C)cc1	-3%	4%[57.1 µM]	5%[57.1 µM]	5%	-3	-20%	-1%	12%	0%
CC(C)(C)C(=O)N1CCC(O)(CS(=O)(=O)Cc2ccccc2Cl)CC1	33%	-6%	-6%	-3%	-4	1%	0%	-1%	1%

(more compounds)
SMILES	RGS4 inhibitor	TrxR1 inh	TrxR1 substrate	Glioma ERSR ind	LDHA inh	USP1 inh	Vif-A3F inh	mIDH1 inhibitor	Vif-A3G inh
CCOC(=O)C[C@H]1c2ccccc2S(=O)(=O)N1c1cccc(OC)c1	7%	-13%[57.1 µM]	-1%[57.1 µM]	6%&2%	0	-2%	0%	5%	6%&0%
C[C@@H]1Cn2cnc(C(=O)NCC(=O)OC(C)(C)C)c2C(=O)N1	.	.	.	-2%	-1	5%	0%	-6%	0%
Cc1ccc(CNC(=O)c2ccccc2NS(C)(=O)=O)cc1	-41%	18%[57.1 µM]	52%	-2%	-2	-20%	-1%	6%	-2%
CC1=C(C(=O)Nc2ccc(C(=O)NCCCN3CCCCC3C)cc2)SCCO1 (stereo not given)	.	.	.	-4%	-5	5%	-3%	16%	2%
CNC(=S)N1CCN(C(c2ccccc2)c2ccccc2)CC1	-9%	4%	-2%	-3%	2	-23%	-3%	0%	3%
CCOC(=O)c1cccc(NC(=O)C(C)n2nc(C)c3c(C)n(-c4ccccc4)nc3c2=O)c1 (stereo not given)	19%	18%	-1%	-1%	-8	-9%	-5%	9%	0%
COc1cc(/C=N/NC(=O)c2cccc(S(=O)(=O)N3CCCCC3)c2)cc(Br)c1O	2%	36%[57.1 µM]	12%[57.1 µM]	2%	-12	-6%	3%	18%	-10%
O=C(NCc1cccs1)C1CCC(=O)N(Cc2cccc(C(F)(F)F)c2)C1 (stereo not given)	5%	21%	4%	1%	-4	-4%	-1%	1%	-2%
COc1cc(CN2CCN(c3ccccc3F)CC2)cc(OC)c1O	23%	?	10%	-4%	4	-8%	-10%	7%	1%
COc1cccc(CN(CCC(=O)O)Cc2cccc(OC)c2)c1	.	.	.	-3%	-19	-15%	-2%	-9%	0%
CCOC(=O)c1ccc(NC(=O)c2cccc(S(=O)(=O)N3c4ccccc4CC3C)c2)s1 (stereo not given)	-25%	1%	22%	-2%	-2	-22%	-10%	3%	-6%
Cn1cnc([N+](=O)[O-])c1Sc1nc(N)nc2c1ncn2C1OC(CO)C(O)C1O (stereo not given)	12%	-77%[57.1 µM]	3%[11.4 µM]	4%	-4	-3%	7%	-5%	-13%
CCS(=O)(=O)c1ccc(O)c(NC(=O)CCCC(=O)O)c1	9%	8%[57.1 µM]	2%[57.1 µM]	-5%	4	-16%	-10%	5%	4%
CCCCNCc1cc(OCC)c(OCC(N)=O)cc1Br	18%	7%	-5%	1%	-6	-13%	-1%	8%	-1%
O=C1c2ccc(-c3nc4ccccc4o3)cc2C(=O)N1Cc1ccccc1	-25%	1%	1%	2%	-7	-17%	-7%	0%	-1%
O=S(=O)(Nc1ccc(C(F)(F)F)cn1)c1ccccc1	-10%	19%	1%[57.1 µM]	5%	-2	-18%	1%	5%	1%
CC(=O)OC(COC1C[C@@H]2CC[C@@]1(C)C2(C)C)C[N+]1(C)CCCCC1 (stereo not given in full)	30%	14%	13%[57.1 µM]	-4%	-21	-3%	5%	16%	0%
CC(NC(=O)COc1ccccc1F)C1CC2CCC1C2 (stereo not given)	-16%	13%	5%	-2%	-3	-7%	0%	10%	-1%
CCC/C=C1/CCCOC(C(=O)NCCN2CCOCC2)(C(F)(F)F)C1 (stereo not given)	-25%&27%	-9%&6%	-1%&-5%	-4%&-5%	-1	-20%	-2%	1%[38.3 µM]	-1%&2%
COC(=O)c1cc(S(=O)(=O)NC2CCC(C)CC2)cn1C (stereo not given)	-9%	-20%	-4%	-4%	-1	-10%	4%	12%	-1%
COc1ccc(O)c(C2(O)C(=O)c3ccccc3C2=O)c1	0%	11%	4%	0%	-1	-9%	-7%	0%	0%
Cc1ccc(Cn2c(C(C)Nc3nc(-c4ccc(Cl)c([N+](=O)[O-])c4)cs3)nc3cc(C(F)(F)F)ccc32)cc1 (stereo not given)	-22%	12%	1%	-4%	-2	-16%	3%	-1%[38.3 µM]	-2%
O=S(=O)(CCNCc1ccccc1)NC1CCCCC1	3%	-9%	10%	-3%	0	-23%	8%	14%	6%
CC(C)Cc1nc(N2CCN(C(=O)c3ccccc3)CC2)c(C#N)c2c1CCC2	1%	-13%	19%	-3%	4	-21%	-1%	-5%	8%
O=C(Cn1c(=O)n(Cc2ccc3c(c2)OCO3)c(=O)c2ccc(C(=O)NC3CCCCC3)cc21)Nc1ccccc1F	-3%	12%	12%	-2%	-7	-19%	-3%	-11%	-3%
CC(=O)Nc1ccc(NC(=O)c2ccccc2N(C)S(=O)(=O)c2ccc(C)cc2)cc1	25%	25%	2%	0%	-6	-2%	-1%	8%	0%
S=C(NCCc1ccc(Cl)cc1)NC1CCCC1	20%	7%	5%	3%	-5	-8%	1%	11%	6%
COc1ccc(-c2nc(CS(=O)(=O)CC(=O)Nc3ccc(Cl)cc3)c(C)o2)cc1	-5%	-15%[57.1 µM]	10%[57.1 µM]	-5%	-4	-27%	-9%	5%	-2%
Cc1cccc(NS(=O)(=O)c2cccc([N+](=O)[O-])c2)n1	-29%	-2%[57.1 µM]	-7%	-6%	-3	-10%	5%	17%	-5%
CCN(c1cccc(C(F)(F)F)c1)S(=O)(=O)c1ccc2c(c1)CCN2C(=O)C1CC1	2%	-7%	-7%	-3%	-2	-24%	5%	0%	-6%
